Polio RdRp inh: poliovirus RdRp elongation inhibitors, primary screen, biochemical, fluorescence polarization, total intensity; poliovirus polymerase elongation; stronger effect = lower value; % elongation, % (compound at 16.7 µg/mL); actives 0.66% (n = 150,000); AID 588519, 2011; in the data active = % elongation below about 90%; also: some results filed as inactive read as strong as hits
Target sequence (P03300 1749-2209 limits assumed): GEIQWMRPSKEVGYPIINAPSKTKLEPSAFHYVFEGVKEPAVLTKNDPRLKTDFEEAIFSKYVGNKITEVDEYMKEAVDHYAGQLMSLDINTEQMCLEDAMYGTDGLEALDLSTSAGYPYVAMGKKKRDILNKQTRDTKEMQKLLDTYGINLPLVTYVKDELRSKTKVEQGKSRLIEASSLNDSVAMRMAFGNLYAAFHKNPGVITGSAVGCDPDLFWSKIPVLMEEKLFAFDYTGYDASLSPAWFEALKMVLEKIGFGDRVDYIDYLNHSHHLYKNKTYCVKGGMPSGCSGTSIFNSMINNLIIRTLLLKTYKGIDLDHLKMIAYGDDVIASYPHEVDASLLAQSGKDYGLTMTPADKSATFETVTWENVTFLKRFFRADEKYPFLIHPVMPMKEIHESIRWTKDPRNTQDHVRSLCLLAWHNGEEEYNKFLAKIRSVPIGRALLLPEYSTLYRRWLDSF
Polio RdRp inh FP z-score: recorded beside Polio RdRp inh, whose call it bears; z-score; measured here: FP z-score; hits read low
* = called active by the depositor. Only part of the results is shown, so the mix of outcomes need not match the whole.

SMILES	Polio RdRp inh	Polio RdRp inh FP z-score
CC1CCCC(NC(=O)COc2ncnc3ccccc23)C1C (configuration not stated)	103.0	0.9
CN(C(=O)COn1nnc2ccc(S(=O)(=O)N3CCOCC3)cc21)c1ccccc1	100.0	-0.3
O=C(Nc1ccc(F)cc1F)c1cccc2c1C(=O)N(C1CCCCC1)C2	112.0	1.2
COc1ccc(N2CCN(C(=O)COc3ccccc3C#N)CC2)cc1	108.0	0.5
Cc1ccc(CNC(=O)c2ccc3c(c2)N(Cc2cccc(Cl)c2)C(=O)CS3)cc1	104.0	-0.4
O=c1[nH]c(CSc2nnc3n2CCCCC3)nc2scc(-c3ccccc3Cl)c12	112.0	1.4
O=C(NCc1ccco1)c1cccc(NC(=O)c2ccc(Br)cc2)c1	100.0	-0.6
COc1ccc(NC(=O)C2=C(C)Nc3nc(SCc4ccccc4C)nn3C2c2ccc(Br)cc2)cc1 (configuration not stated)	105.0	-0.3
O=C(CNC1CCCCC1)c1ccc(O)c(O)c1	100.0	0
O=C(NCC1CCCO1)c1c(O)nc2sccn2c1=O (configuration not stated)	99.0	-1.1

An excerpt of these results, with values under each structure.
The line under a structure holds: Polio RdRp inh, Polio RdRp inh FP z-score
- O=C(Nc1ccc(F)cc1F)c1cccc2c1C(=O)N(C1CCCCC1)C2
→ 112.0, 1.2
- COc1ccc(N2CCN(C(=O)COc3ccccc3C#N)CC2)cc1
→ 108.0, 0.5
- Cc1ccc(CNC(=O)c2ccc3c(c2)N(Cc2cccc(Cl)c2)C(=O)CS3)cc1
→ 104.0, -0.4
- O=c1[nH]c(CSc2nnc3n2CCCCC3)nc2scc(-c3ccccc3Cl)c12
→ 112.0, 1.4
- O=C(NCc1ccco1)c1cccc(NC(=O)c2ccc(Br)cc2)c1
→ 100.0, -0.6
- COc1ccc(NC(=O)C2=C(C)Nc3nc(SCc4ccccc4C)nn3C2c2ccc(Br)cc2)cc1 (configuration not stated)
→ 105.0, -0.3
- O=C(CNC1CCCCC1)c1ccc(O)c(O)c1
→ 100.0, 0

The main list resumes with the five entries that preceded the break.
SMILES	Polio RdRp inh	Polio RdRp inh FP z-score
O=c1[nH]c(CSc2nnc3n2CCCCC3)nc2scc(-c3ccccc3Cl)c12	112.0	1.4
O=C(NCc1ccco1)c1cccc(NC(=O)c2ccc(Br)cc2)c1	100.0	-0.6
COc1ccc(NC(=O)C2=C(C)Nc3nc(SCc4ccccc4C)nn3C2c2ccc(Br)cc2)cc1 (configuration not stated)	105.0	-0.3
O=C(CNC1CCCCC1)c1ccc(O)c(O)c1	100.0	0
O=C(NCC1CCCO1)c1c(O)nc2sccn2c1=O (configuration not stated)	99.0	-1.1
O=C1CC(c2ccccc2)=Nc2ncccc2N1	103.0	-0.1
COc1ccc(CNC(=O)CCC2N=C3c4ccccc4N=C(SCc4ccccc4F)N3C2=O)cc1 (configuration not stated)	101.0	-1.3
Cc1cc(Nc2ccccc2O)nc(C)n1	106.0	-0.2
O=S(=O)(NCCc1csc2nc(-c3ccc(Cl)cc3)nn12)c1cccs1	108.0	0.1
CCOc1ccc2nc(N3CCCC(C(=O)NCc4ccc(C)cc4)C3)sc2c1 (configuration not stated)	109.0	0.8
CCN(c1ccccc1)S(=O)(=O)c1ccc2[nH]cc(C(=O)NCc3ccc(C)cc3)c(=O)c2c1	98.0	-0.9
COCCCNc1nc2c(c(=O)[nH]c(=O)n2C)n1CC(O)COc1ccc(Cl)cc1 (configuration not stated)	106.0	0.2
O=C(NCC(c1ccco1)N1CCCC1)c1ccc(CSc2ncn[nH]2)cc1 (configuration not stated)	103.0	0.2
CC(C)(C)c1ccc(Oc2ccc(NC(=O)Nc3cccs3)cn2)cc1	107.0	0.4
O=C(Nn1nnnc1Nc1ccccc1)C12CC3CC(CC(C3)C1)C2	108.0	0.6
NS(=O)(=O)c1ccc(NC(=S)NC(=O)c2cccnc2)cc1	107.0	1
Cc1ccc(C(C)C)c(OCC(=O)Nn2c(=O)[nH]c3ccccc3c2=O)c1	98.0	-0.6
O=C(CCc1ccc(S(=O)(=O)NCc2ccccc2)cc1)N1CCCC1	100.0	0.2
CCOC(=O)c1ccc(NC(=O)CSc2c3c(nc4cc(Cl)ccc24)CCCC3)cc1	100.0	-0.5
N#Cc1ccc(NC(=O)COC(=O)c2ccc(F)cc2)cc1	103.0	0.7
Cc1ccc(NC(=O)Cn2c(=O)n(Cc3ccc4c(c3)OCO4)c(=O)c3ccc(C(=O)NC4CCCCC4)cc32)cc1	105.0	0.2
CCNS(=O)(=O)c1ccc(S(=O)(=O)N(Cc2ccccn2)C2CCCCC2)cc1	105.0	0.7
CC(=O)N1CCCc2cc(S(=O)(=O)N(C)CC(=O)Nc3cccc(C)c3C)ccc21	101.0	-1.4
Fc1ccccc1N1CCN(Cc2nc(-c3ccc(Cl)cc3Cl)no2)CC1	100.0	-0.1
COC(=O)C#CCN1C(=O)c2ccccc2C1=O	99.0	-0.4
CCOC(=O)c1sc(NC(=O)c2c(C)nn(Cc3ccccc3)c2C)cc1C	100.0	-0.3
CN1C(=O)CC(P(=O)(c2ccccc2)c2ccccc2)N(C)C1=O (configuration not stated)	101.0	0.3
O=C(Cc1ccccc1)N/N=C/c1ccc(N2CCOCC2)cc1	103.0	0.5
Cc1ccc(C(=O)OCC(=O)NC2CC2)s1	103.0	0.8
CCOc1ccc(CC(=O)NCc2ccc3c(c2)CCN3C(=O)c2ccc(F)cc2)cc1OCC	112.0	1.3
O=C(CCN1CCOCC1)N1N=C(c2ccccc2)CC1c1ccco1 (configuration not stated)	100.0	-0.8
Cn1ccc(NC(=O)NC(=O)c2c(F)cccc2F)n1	108.0	0.7
CN(c1ccccc1C(=O)N1CCN(c2ccccc2F)CC1)S(=O)(=O)c1ccccc1	100.0	-0.1
O=C(NCCc1ccccc1)Nc1ccc2c(c1)N(Cc1ccccc1)C(=O)c1ccccc1S2	103.0	-0.2
CC(C)c1ccc(NC(=O)C(c2ccccc2)N2CCN(C=O)CC2)cc1 (configuration not stated)	101.0	0.2
COc1ccc(S(=O)(=O)N2CCN(c3cccc(C)c3C)CC2)c2ccccc12	103.0	-0.1
CC1CCN(CCC(=O)Nc2ccc(Br)cc2)CC1	99.0	-0.5
O=C(c1ccc(Nc2nc3ccccc3n3nnnc23)cc1)N1CCN(c2cccc(C(F)(F)F)c2)CC1	102.0	-0.8
CN(C)CCCN(C(=O)c1ccc2c(c1)OCCO2)c1nc2ccccc2s1	109.0	0.4
Cc1ccc(F)cc1NC(=O)CCSc1nc(-c2ccco2)cc(C(F)(F)F)n1	101.0	-0.3
CCCCCn1c(CCCNC(=O)c2cccc(C)c2)nc2ccccc21	104.0	-0.5
CCC(C)N1CC(C(=O)O)CC1=O (configuration not stated)	101.0	0.2
Cn1c(=O)n(C)c2cc(N3CCCCC3)c(NC(=O)c3ccc(C(C)(C)C)cc3)cc21	106.0	0.4
Cc1cc(C)c(C)c(C(=O)COC(=O)c2cc(=O)[nH]c3ccccc23)c1C	104.0	0.5
Cc1ccc(Cl)cc1N1CCN(C(=O)c2cnc(N3CCOCC3)c3ccccc23)CC1	104.0	-0.9
Cc1ccc(S(=O)(=O)NCC(c2ccco2)N2CCN(c3ccccc3F)CC2)cc1 (configuration not stated)	115.0	1.6
Cn1nc(-c2ccc(F)cc2)nc2c(=O)n(C)c(=O)nc1-2	36.0*	-9.2*
CCCc1nc2ccccc2c(C(=O)OCC#N)c1CC	99.0	-0.3
O=C(COC(=O)c1ccccc1NC(=O)c1ccco1)c1ccccc1	101.0	-0.2
O=C(Nc1ccc(I)cc1)c1ccc(COc2ccccc2Br)o1	102.0	-0.1
COC(CNC(=O)C1CCCN1C(=O)OCc1ccccc1)OC (configuration not stated)	101.0	0.2
COc1ccc(S(=O)(=O)N2CCN(C(c3ccc(OC)c(OC)c3)c3nnnn3C3CCCCC3)CC2)cc1 (configuration not stated)	101.0	-0.3
CC(=O)N1CCOc2cc(S(=O)(=O)NCc3ccccc3Cl)c(Cl)cc21	100.0	-1.3
O=C(CCCOc1ccccc1)N1CCN(Cc2ccc3c(c2)OCO3)CC1	106.0	0.3
COc1cc(/C=c2\sc3nc4cc(C)c(C)cc4n3c2=O)c(Br)cc1OCC(=O)O	102.0	-0.1

Structures listed so far with a cyano group (3):
SMILES	Polio RdRp inh	Polio RdRp inh FP z-score
COc1ccc(N2CCN(C(=O)COc3ccccc3C#N)CC2)cc1	108.0	0.5
N#Cc1ccc(NC(=O)COC(=O)c2ccc(F)cc2)cc1	103.0	0.7
CCCc1nc2ccccc2c(C(=O)OCC#N)c1CC	99.0	-0.3

Remaining list, next part.
SMILES	Polio RdRp inh	Polio RdRp inh FP z-score
CCOC(=O)C1=C(C)OC(N)=C(C#N)C12C(=O)N1c3c(cccc32)C(C)CC1(C)C (configuration not stated)	100.0	-0.6
Cc1cc(C)n(C(C)CC(=O)NCc2ccccc2C)n1 (configuration not stated)	110.0	1.1
CCOC(=O)c1cnc2cc(C(F)(F)F)ccc2c1N1CCCCCC1	101.0	-0.1
CC(C)NC(=O)c1cc2c(ccc3ccccc32)o1	102.0	-0.1
COC(=O)c1ccccc1NC(=O)c1sc2nc(C)cc(C)c2c1NC(=O)c1ccccc1OC	103.0	-0.4
CCN(CC)S(=O)(=O)c1ccc2c(c1)nc(CCC(=O)OCN1C(=O)c3ccccc3C1=O)n2C	103.0	-0.1
O=C(Cn1cc(S(=O)(=O)N2CCCC2)ccc1=O)c1c[nH]c2ccccc12	103.0	0.1
COc1ccccc1NC(=O)N(Cc1ccc2c(c1)OCO2)C1CCN(Cc2ccccc2)CC1	110.0	0
Oc1cc2ccccc2cc1-c1nnc2n1-c1ccccc1SC2	104.0	0.2
CSc1ncc(C(=O)N2CCN(c3cccc(C(F)(F)F)c3)CC2)c(C)n1	110.0	0.8
COC(=O)c1ccccc1NC(=O)c1oc2c(c1C)-c1[nH]ncc1CC2	98.0	-2.3
COc1cccc(C(=O)Nc2ccc(Cc3ccc(NC(=O)c4cccc(OC)c4)cc3)cc2)c1	105.0	0.6
O=C(Cn1cc(S(=O)(=O)CC(=O)N2CCc3ccccc32)c2ccccc21)N1CCCC1	105.0	0.9
Cc1cc(C(=O)COC(=O)C2Cc3ccccc3CN2S(C)(=O)=O)c(C)n1-c1nccs1 (configuration not stated)	110.0	0.8
CC(C)(C)C(=O)NC1CCN(C(=O)NCc2ccccc2)CC1	102.0	0.1
COc1cc(OC)cc(-c2nc3nc(C)c(CCC(=O)Nc4ccc(C)cc4C)c(C)n3n2)c1	104.0	-1
CCNS(=O)(=O)c1ccc(-c2cc(C(=O)OCC)no2)s1	100.0	-1
COc1cccc(CNC(=O)c2c(C)oc3nc(C)nc(N4CCOCC4)c23)c1	105.0	-0.4
CC(=O)OC1COC(N2CCc3ccccc32)C(OC(C)=O)C1OC(C)=O (configuration not stated)	100.0	-0.4
Cc1cc(C(=O)OCC(=O)NC2CCCCC2C)c2ccccc2n1 (configuration not stated)	101.0	-0.1
Cc1ccc(NC(=O)CN(C)C(=O)COc2cccc(-n3cnnn3)c2)cc1	105.0	0.4
NC(=O)COC(=O)C1CCCN(C2=NS(=O)(=O)c3ccccc32)C1 (configuration not stated)	102.0	0.3
Cc1ccc(C2C(C#N)=C(N)OC3=C2C(=O)CC(C)(C)C3)s1 (configuration not stated)	102.0	0.2
O=C1OC(c2ccccc2Cl)=N/C1=C/c1ccco1	105.0	0.8
COc1ccccc1CCNC(=O)Cn1ccc2cc(S(=O)(=O)N3CCCCCC3)ccc21	102.0	-1.2
CCOc1ccc(NC(=O)Cn2c(=O)cc(C)c3c(C)nn(C)c32)cc1	99.0	-0.5
O=C(c1cnc2sccn2c1=O)N1CCN(c2ccccc2)CC1	100.0	-0.8
Cc1cccc(-n2c(SCCC#N)nnc2-c2ccc(Cl)cc2)c1	111.0	0.4
Cc1cc(=O)n(C)c(=O)n1CCCCCN1CCCC1	102.0	0.1
Cc1ccc(CN2C(=O)c3ccccc3C2C(=O)NC2CCCCCC2)cc1 (configuration not stated)	107.0	0.3
N#Cc1c(N)[nH]c(=S)c(C(N)=O)c1-c1cccc(Br)c1	97.0	-0.5
CNC(=O)N(Cc1cccnc1)Cc1ccccc1Cl	109.0	0.7
CN(C)CCCNC1CS(=O)(=O)CC1O (configuration not stated)	107.0	1.4
O=C(O)CCc1nnc2ccc(NCCCN3CCCC3=O)nn12	101.0	0.4
CC(C)OC(=O)c1cccc(C(=O)OC(C)C)n1	99.0	-0.4
NC(=O)c1cc(S(=O)(=O)NCC2CCC(C(=O)Nc3cccc(Cl)c3)CC2)cs1 (configuration not stated)	102.0	-1
Cc1ccc(N(CC(=O)c2ccccc2)CC(=O)c2ccc(Cl)cc2)cc1	100.0	-0.2
CN(CC(=O)N1CCCC1)S(=O)(=O)c1ccc(F)cc1	104.0	1
O=C(CSC1=N/C(=C/c2ccco2)C(=O)N1c1ccccc1)Nc1nc2ccccc2s1	112.0	4.6
CC(C)CN=CC1=C(O)CC(C)(C)CC1=O	105.0	1.1
O=C(Nc1ccc(F)cc1)c1oc2ccccc2c1NC(=O)C12CC3CC(CC(C3)C1)C2	104.0	-0.2
O=c1[nH]c(=O)n(-c2ccc(Cl)cc2)c(O)c1/C=N/n1cnnc1	114.0	4
Cc1ccc(-c2nc3scc(CCNS(=O)(=O)c4ccc(C)c(C)c4)n3n2)cc1	114.0	1.4
O=S(=O)(c1cc(Cl)ccc1Cl)N1CCCCC1	108.0	0.7
Cc1cc(=O)n2nc(NC(C)C(=O)NCCCc3ccccc3)sc2n1 (configuration not stated)	103.0	0.2
CCOc1nc(NCCN2CCOCC2)nc(NC(C)C)n1	103.0	0.2
CNC(=O)c1cccc(S(=O)(=O)N2CC(C)CC(C)C2)c1 (configuration not stated)	100.0	-0.8
COc1ccc(C(=O)OC2C[C@H]3CC[C@@H](C2)N3C)cc1OC (some centres not stated)	101.0	0.2
Cc1cccn2c(=O)c3cc(C#N)c(=O)n(-c4nnc(SCc5ccc(F)cc5)s4)c3nc12	106.0	-0.1
C=CCn1c(C)cc(C(=O)CSc2nnc3ccccn23)c1C	103.0	0.2
CC(C)(C)NS(=O)(=O)c1ccc(N2C(=O)CCC2=O)cc1	100.0	0.2
CCOc1ccc(NC(=O)Cn2c(=O)n(CCCCCC(=O)NCc3ccccc3)c(=O)c3sccc32)cc1	102.0	-0.6

Compound activity as filed in PubChem BioAssay.
